Screening results as filed in PubChem BioAssay.
FLuc act counter: firefly luciferase counter-screen for stimulation assays | P08659 | ATPlite luciferase biochemical, luminescence, 10 min; 0 = ATP-free wells, 1 = DMSO control | activation factor at 10 µM | 200,000 tested, under 10 active | AID 1027;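 active = luciferase activation factor, scaled between plate controls, of at least 2 with compound at 10 µM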
Target sequence (P08659 whole entry, looked up): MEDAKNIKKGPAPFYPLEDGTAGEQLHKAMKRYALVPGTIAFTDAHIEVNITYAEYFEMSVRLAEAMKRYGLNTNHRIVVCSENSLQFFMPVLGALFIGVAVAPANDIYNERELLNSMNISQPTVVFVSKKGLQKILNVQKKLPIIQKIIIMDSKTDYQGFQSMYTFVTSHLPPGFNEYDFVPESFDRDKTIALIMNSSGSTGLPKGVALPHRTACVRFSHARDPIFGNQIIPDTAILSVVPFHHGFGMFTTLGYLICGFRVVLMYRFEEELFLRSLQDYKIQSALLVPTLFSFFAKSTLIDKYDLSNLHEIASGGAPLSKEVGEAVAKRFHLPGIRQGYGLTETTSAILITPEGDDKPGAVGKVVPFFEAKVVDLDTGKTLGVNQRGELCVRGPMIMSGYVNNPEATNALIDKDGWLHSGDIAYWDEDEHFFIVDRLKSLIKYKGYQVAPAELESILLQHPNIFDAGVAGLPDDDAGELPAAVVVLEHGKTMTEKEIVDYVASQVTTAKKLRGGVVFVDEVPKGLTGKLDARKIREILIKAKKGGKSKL
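Assay system: Luciferase/luciferin reagent mix; Medium: PBS as buffer for the ATP substrate; Dosing: test compounds dosed from 2 mM stocks in 100% DMSO; Times: 10 min, room temperature; Signal: luminescence from luciferase reaction; Read-out: luciferase activation; Controls: No-ATP low control, compound-free enzyme-plus-ATP high control.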
STAT1 act: increases IFN-gamma driven STAT1 reporter signal. activation (% of control), % at 5.5 µM. NIH 3T3 STAT1-luciferase reporter, luminescence; 100% = IFN-gamma alone, no compound. 2.6% of 200,000 active;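 active = activation above the screen-wide mean activation plus 3 SD, cut at about 130% in these data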;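 note: raw ratio to IFN-gamma control signal so 100% means no change and 0% no light; values of inactives mirror those of a sister screen read the other way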
FLuc inh counter: inhibits firefly luciferase, flagging false hits in luciferase inhibition screens; P08659; ATPLite firefly luciferase biochemical luminescence, 10 min; inhibition, % at 10 µM; 1.5% of 200,000 active; AID 1006;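 active = inhibition above about 50% when tested at 10 µM, limit read from the data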
Hsp70 activator: transcriptional activators of Hsp70; HeLa Hsp70 promoter luciferase reporter, luminescence; scaled: vehicle 0, proteasome-inhibitor control 100%; activation, % at 10 µM; 0.04% of 200,000 active; AID 1203;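 active = activation above the mean across all tested compounds plus 3 SD, cutoff set per campaign, cut at about 5.5% in these data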;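 note: 100% = MG132 at 30 µM as the positive control and 0% = DMSO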
DTT redox prof: compounds producing H2O2 with reducing agent – biochemical, NIH compound library profiling, artefact control for MLSCN library redox annotation, primary screen; 0.03% of 200,000 active; AID 878; activation, % at 10 µM; DTT-dependent redox cycling H2O2, phenol red/HRP absorbance; 100% = 100 µM peroxide control, 0% = buffer;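 active = activation of at least 50% relative to the plate's high and low controls in the primary single-dose screen; inactive = activation below 50%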;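 note: compound incubated with DTT at 0.8 mM final as the reducing agent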
APP transl inh: APP translation inhibition; SH-SY5Y APP 5'UTR-luciferase reporter, luminescence; inhibition, % at 2 µM; 0.82% of 190,000 active; AID 1285;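 active = inhibition above a set limit, derived from the sample mean plus 3 SD, cut at about 45% in these data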; note: values of inactives mirror those of a sister screen read the other way
NF-kB expr up: raises NF-kB expression in human neuronal cells. NF-kB reporter expression; stronger effect = higher value. fold change at 12.5 µM. 1.6% of 190,000 active. AID 1239; in the data active = fold change above about 3.3
G6PDH counter: L. mesenteroides G6PDH inhibition counter-screen | Purified L. mesenteroides G6PDH, diaphorase/resazurin coupled fluorescence, 45 min | inhibition, % at 5 µM | 0.12% of 200,000 active | AID 1020; in the data active = inhibition above about 50%
APP 5'UTR act: APP 5'UTR luciferase reporter activation | SH-SY5Y APP 5'UTR luciferase reporter, luminescence; zero percent = DMSO vehicle wells | activation, % at 2 µM | 1% of 190,000 active;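 active = activation above a set limit, based on mean plus 3 SD of controls, cut at about 140% in these data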; note: values of inactives mirror those of a sister screen read the other way
HMGR II inh: E. faecalis class II HMG-CoA reductase inhibition. purified E. faecalis HMGR, NADPH absorbance 340 nm kinetic. AID 1066. 0.41% of 190,000 active. inhibition, % at 10 µM;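 active = inhibition above a set limit, the median over all tested compounds plus 3 SD, cut at about 9.5% in these data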;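 note: enzyme runs in reverse so mevalonate oxidation gives rising NADPH absorbance; 0% = complete reaction with DMSO and 100% = background rate lacking mevalonate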
Active calls of the source: *; . = no result given. Rows were taken by chance; any-hit rate near 5.3%.

Values run as follows: FLuc act counter	STAT1 act	FLuc inh counter	Hsp70 activator	DTT redox prof	APP transl inh	NF-kB expr up	G6PDH counter	APP 5'UTR act	HMGR II inh
Cc1nnc2n(c1=O)N=C(c1ccc(Cl)cc1)CS2
→ 1.1	132*	-5	-0.1	0.2	-112	2.9	-14	112	-2
Cc1ccc(Nc2nc3ccccc3c(=O)s2)cc1C
→ 1	88	-4	-0.3	-0.4	-2	0.94	9	1	0
COc1ccccc1NC(=O)c1oc2ccccc2c1NC(=O)c1ccco1
→ 1	93	-2	-0.1	-0.2	-3	1.2	-32	3	0
Brc1cccc(CNc2nc3ccccc3n2CCN2CCOCC2)c1
→ 1	90	3	-0.4	0.5	-4	1	18	4	-3
CCOc1ccc(N2C(=O)/C(=C\c3ccccc3OC)S(=O)(=O)C2c2cccc([N+](=O)[O-])c2)cc1 (configuration not stated)
→ 1.1	107	-8	-0.1	0.1	-10	1.2	-10	10	0
COc1ccc(C)cc1N(C(=O)c1ccccc1F)c1nc2ccccc2s1
→ 1	98	-4	-0.1	0.4	-4	0.83	3	4	-3
COC(=O)c1cc2ccccn2c2c(C(=O)OC)c(C(=O)OC)cc1-2
→ 1	99	-2	1.4	-0.2	-5	0.31	-1	5	-1
COc1ccc(NC(=O)C2CCCN2S(=O)(=O)c2ccc3c(c2)CCC(=O)N3)cc1Cl (configuration not stated)
→ 1	103	5	-0.1	-2.2	8	1.3	-9	-8	-1
CN(C)CCCNC(=O)CC(c1ccc(F)cc1)c1ccco1 (configuration not stated)
→ 1	96	-4	-0.5	-2.4	3	1.1	5	-3	-1
Cc1ccc(S(=O)(=O)NCCC(=O)Nc2ccc(C)c(Cl)c2)cc1C
→ 1	101	-2	0.2	-0.5	-17	0.99	14	17	-2
CC(C)c1ccccc1OCCNS(C)(=O)=O
→ 1	103	-2	0.3	2.3	12	0.99	12	-12	-1
OCCC1CN(Cc2cn[nH]c2C2CCCCC2)CCN1C1CCCC1 (configuration not stated)
→ 1	96	-4	0.0	0.3	24	1.1	13	-24	-4
N=c1c2c(ncn1CCN1CCOCC1)Oc1ccc3ccccc3c1C2c1ccccc1 (configuration not stated)
→ 1.1	94	-7	-0.1	0.0	4	0.39	-1	-4	-8
COc1ccc2[nH]c(=O)c(CN(Cc3cccs3)S(=O)(=O)c3cccc4nsnc34)cc2c1
→ 1	95	-2	1.2	-0.5	30	0.33	-61	-30	-5
COc1cc(NC(=S)NCc2ccco2)c(OC)cc1Cl
→ 1	94	-4	-0.3	0.0	5	0.96	4	-5	-1
CCCN1Cc2cccc(C(N)=O)c2C1=O
→ 1.1	90	-5	-0.1	-0.9	-3	0.99	0	3	-7
C=CCN1C(C(=O)c2ccccc2)=C(OC(=O)COc2ccccc2)c2ccccc2S1(=O)=O
→ 1	97	-3	-0.2	-0.8	8	0.86	6	-8	-4
O=C(O)/C=C/C(=O)Nc1ccccc1-c1ccccc1NC(=O)/C=C/C(=O)O
→ 1	99	-3	-0.4	-0.2	.	0.98	11	.	6
O=C(c1ccc2c(c1)C(=O)N(Cc1ccco1)C2O)N1CCOCC1 (configuration not stated)
→ 1	99	-4	-0.3	-0.2	-5	1.2	-5	5	-6
CC12CC(NC(=O)N1Cc1ccccc1)c1ccccc1O2 (configuration not stated)
→ 1.1	100	-10	-0.5	-0.8	-25	0.97	13	25	-6
Nc1cnn(Cc2ccc(F)cc2)c1
→ 1	108	-3	-0.2	-1.4	7	1	6	-7	-3
Nn1c(Cc2cccc3ccccc23)nnc1SCc1ccccc1Cl
→ 1	96	0	-0.1	-0.3	-11	0.99	7	11	-3
Cc1cc(C)nc(NC2=NCC(=O)N2c2ccc(F)c(Cl)c2)n1
→ 1.1	94	-6	-0.2	-2.5	-6	1.1	11	6	0
CCC(C)(C)NC(=O)C1CCN(c2nc(C)cc(C)n2)CC1
→ 1	94	0	-0.5	-0.3	-13	0.99	8	13	-5
C[C@]12CCC(=O)C=C1CC[C@@H]1[C@@H]2[C@@H](O)C[C@@]2(C)[C@H]1CC[C@]2(O)C(=O)CO
→ 1.1	123	-6	-0.1	1.4	-65	0.46	5	65	-3
O=S(=O)(NCc1cc(-c2ccc(Cl)cc2)no1)c1ccc(Cl)cc1
→ 1.1	97	-7	0.5	-1.4	-6	1.2	3	6	0
CCCCn1nc(C(=O)OCC(=O)Nc2sccc2C(N)=O)c2ccccc2c1=O
→ 1	90	-2	-0.1	-1.3	0	1.1	-2	0	4
CCOC(=O)C(C(=O)c1ccccc1)C1CC(C)NC(=S)N1 (configuration not stated)
→ 1	100	-4	-0.1	0.0	6	1	6	-6	-6
O=C(Cn1cnc2scc(-c3ccc(F)cc3)c2c1=O)N1CCOCC1
→ 1	99	-4	-0.2	0.1	0	0.94	7	0	0
CC/C(=N/Nc1cccc(Cl)c1)c1cnnc(SC)n1
→ 1.1	100	-7	-0.4	2.5	-11	1.1	7	11	-1
CCCCCC(=O)NC(Nc1ccc(S(N)(=O)=O)cc1)C(Cl)(Cl)Cl (configuration not stated)
→ 1.1	89	-8	-0.2	-0.2	-28	0.87	-1	28	-7
Nc1ccc2c(c1)CC(=O)c1ccccc1S2
→ 1	104	1	0.1	-0.1	-5	1.3	13	5	-4
CCOC(=O)N1CCC(NCCNC(=O)c2ccc(Cl)cc2)CC1
→ 1	96	-4	-0.2	1.0	-3	1.3	-6	3	-1
Cc1cc(C=O)c(C)n1-c1ccc(N2CCCCC2)c([N+](=O)[O-])c1
→ 1.1	99	-8	-0.2	-4.3	6	0.79	4	-6	1
CCOC(=O)c1[nH]c(C)c(C(=O)N2CCN(c3ccc(F)cc3)CC2)c1C
→ 1	99	-3	-0.4	0.6	-5	0.9	9	5	-3
O=[N+]([O-])c1nn(-c2ccccc2)[n+]([O-])c1N1CCN(c2ccccc2)CC1
→ 1	94	-4	-0.3	-0.7	1	1.3	3	-1	-2
O=C(Nc1cc(Sc2nc3ccccc3s2)cc([N+](=O)[O-])c1)c1cccc(F)c1F
→ 1	91	-1	-0.6	1.1	0	0.71	-23	-1	-1
CC(=O)n1cc([C@@H]2C=C(C(=O)Nc3ccccc3)O[C@H](OCCCCO)C2)c2ccccc21
→ 1.1	106	-9	-0.1	0.6	-11	1	17	11	-2
Clc1ccccc1-c1nc2ccccc2c2nc3ccccc3n12
→ 1	96	0	-0.4	-0.2	-16	1.3	3	16	-7
CC(C)Oc1ccc(C(=O)NNC(=O)c2ccccc2C(=O)O)cc1
→ 0.9	108	10	-0.3	14	-5	1.2	-3	5	1
O=C(CSc1nnc(Cn2c(=O)sc3ccccc32)n1-c1ccccc1)NCC1CCCO1 (configuration not stated)
→ 1	99	0	-0.4	-0.3	4	1.4	2	-4	-5
O=C(OCc1nc(-c2ccccc2)oc1COC(=O)c1ccco1)c1ccco1
→ 1.1	96	-5	-0.5	-1.0	-11	1.1	5	11	-1
Nc1nonc1-c1nc2ccccc2n1Cc1ccccc1
→ 1.1	110	-11	-0.2	1.1	-4	1.3	-17	4	1
COc1cc(OC)cc(C(=O)NCc2ccc3c(c2)cc(C)n3C)c1
→ 1	96	1	-0.2	-0.8	6	1.4	7	-6	-2
CCOC(=O)c1ccc(Nc2ccc([N+](=O)[O-])cn2)cc1
→ 1	112	-4	-0.3	0.0	-59	0.96	14	59	-2
C/C(=N/NC(=O)CNC(=O)c1cccc(F)c1)c1ccc2c(c1)CCCC2
→ 1	96	4	-0.3	-0.3	-12	0.95	4	12	-5
CC(C)c1cc(N=NC(N)=O)cc(C(C)C)c1O
→ 1.1	99	-7	-0.4	-0.1	14	1.2	8	-14	1
COc1ccc(S(=O)(=O)Nc2cccc(NC(C)=O)c2)cc1
→ 1.1	94	-6	-0.4	0.9	6	1.1	6	-6	-1
CC(=O)Nc1cc(C(=O)NCCN2CCN(Cc3ccccc3)CC2)ccc1Sc1ccc(C)cc1
→ 1	93	-3	0.3	-0.2	-10	0.86	2	10	-5
CCCc1cc(=O)oc2c(C)c(O)c(CN3CCCCC3)cc12
→ 1	103	0	-0.1	1.8	-8	1.8	11	9	-3
NC(=O)c1ccc(NC(=O)C2CCCO2)cc1 (configuration not stated)
→ 1	105	-3	-0.2	0.8	-4	1.1	4	4	-8
C=CCN(c1ccccc1)S(=O)(=O)c1cccc(C(=O)Oc2ccc3c(C)cc(=O)oc3c2)c1
→ 1.1	100	-7	-0.3	-0.1	16	1	-3	-16	0
Cc1cccc(C)c1NC(=S)N(C)CCc1ccccn1
→ 1	103	-1	-0.3	0.7	-18	1.1	-17	17	-6
COc1ccccc1CC(=O)NNS(=O)(=O)c1ccccc1[N+](=O)[O-]
→ 1	97	-3	1.0	0.1	9	0.87	6	-9	5
Cc1ccc(C(C(=O)NCC2CCCO2)N(Cc2ccccc2F)C(=O)Cn2nnc(-c3cccs3)n2)cc1 (configuration not stated)
→ 1.1	94	-10	0.0	0.0	1	0.95	5	-1	-7
COc1cc(Sc2ccc(C)cc2)c(OC)cc1N
→ 1	96	1	-0.5	3.9	-3	1.4	35	3	-10
O=C(NCc1ccccn1)/C(=N/O)c1ccccc1
→ 1.1	114	-6	0.0	0.2	-18	1.4	8	18	-2
CCCC(=O)C1=C(O)C(c2cccc(Oc3ccccc3)c2)CCC1=O (configuration not stated)
→ 1	89	1	-0.4	-2.7	3	0.91	-8	-3	-9
